Source: PubChem
FEN1 inhibitor – blocks human flap endonuclease 1 | P39748 | Recombinant FEN1 flap cleavage, fluorescence, 15 min | Potency, µM (titrated, usually from 114 µM), for the others: top-dose activity change, negative = inhibition, actives largely listed as inhibitors | 0.35% of 390,000 active | AID 588795; note: nearly all actives have a fitted effect of over 65% in size
Target sequence (P39748 whole entry, looked up): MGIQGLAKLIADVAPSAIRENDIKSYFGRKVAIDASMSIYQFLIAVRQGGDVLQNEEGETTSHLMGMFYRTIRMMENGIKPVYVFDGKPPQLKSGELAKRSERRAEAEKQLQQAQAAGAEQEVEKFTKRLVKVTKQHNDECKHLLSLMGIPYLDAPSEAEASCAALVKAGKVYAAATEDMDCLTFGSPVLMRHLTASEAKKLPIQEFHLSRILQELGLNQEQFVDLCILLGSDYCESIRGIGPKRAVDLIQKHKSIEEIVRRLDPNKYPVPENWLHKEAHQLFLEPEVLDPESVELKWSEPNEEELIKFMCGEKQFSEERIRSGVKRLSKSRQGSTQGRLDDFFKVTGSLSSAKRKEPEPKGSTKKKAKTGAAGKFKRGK
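Enzyme 10 nM, 15 min RT preincubation with compound; start with substrate 50 nM final; reads at 0 and 15 min; qHTS titration, four-parameter Hill fit.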
TDP1 block – TDP1 (human) enzyme inhibition | Potency, µM (doses to about 130 µM), for the others: top-dose activity change, negative = inhibition, hits mostly inhibitors | 0.28% of 350,000 active | Q9NUW8 | recombinant TDP1, AlphaScreen DNA substrate cleavage; note: nearly all actives have a fitted effect of over 40% in size
Target sequence (Q9NUW8 whole entry, looked up): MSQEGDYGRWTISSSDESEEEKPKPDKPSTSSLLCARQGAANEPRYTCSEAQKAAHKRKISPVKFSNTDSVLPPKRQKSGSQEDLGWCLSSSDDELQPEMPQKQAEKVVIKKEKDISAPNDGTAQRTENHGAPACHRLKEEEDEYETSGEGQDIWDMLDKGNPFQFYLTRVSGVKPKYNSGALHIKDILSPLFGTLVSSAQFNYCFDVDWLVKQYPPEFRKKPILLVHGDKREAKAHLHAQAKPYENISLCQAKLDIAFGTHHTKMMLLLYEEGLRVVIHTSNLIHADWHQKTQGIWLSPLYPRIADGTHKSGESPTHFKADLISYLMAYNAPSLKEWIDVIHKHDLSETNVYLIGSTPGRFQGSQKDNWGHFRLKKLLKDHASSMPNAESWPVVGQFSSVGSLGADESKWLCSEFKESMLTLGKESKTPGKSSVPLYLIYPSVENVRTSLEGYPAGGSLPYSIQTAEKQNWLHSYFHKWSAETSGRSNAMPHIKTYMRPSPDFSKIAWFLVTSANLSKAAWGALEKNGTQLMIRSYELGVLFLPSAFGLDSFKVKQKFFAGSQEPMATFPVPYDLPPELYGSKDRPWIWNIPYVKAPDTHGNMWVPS
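E. coli-derived human Tdp1, 1 nM final. Cpd preinc 15 min RT; substrate 15 nM final, 5 min RT; AS bead mix 10 ug/ml final, 10 min RT. Signal loss = tyrosine-FITC cleavage. No-enzyme wells = max signal.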
N370S GC mod – inhibitors or activators of N370S glucocerebrosidase for Gaucher disease | P04062 | N370S GC spleen homogenate, 4MU-glucoside fluorescence | Potency, µM (titrated, usually from 59.4 µM), for the others: top-dose activity change, negative = inhibition, most hits filed as inhibitors | 0.092% of 330,000 active | AID 2101;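 note: 0% = full enzyme activity and -100% = no enzyme basal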
* = called active by the depositor; ? = inconclusive; . = no result given; & = joins results of further samples; [ ] = another dose, or the depositor's remark. Calls come from the whole dose curve; as a rule, active = well fitted curve in the direction sought with a large enough effect; inconclusive = small, poorly fitted or top-dose-only effect, or another doubt; inactive = no such curve, though single readings can be large; an effect the other way counts as inactive or inconclusive. Unless noted, % is set by controls: 0 for no effect and ±100 for the full control effect; potency is the fitted concentration of half-maximal effect.

Each structure is followed by: FEN1 inhibitor	TDP1 block	N370S GC mod
Cc1cccc(NC(=O)c2cnc3ccccn3c2=O)c1
 : 18%	3%	8%
CCOC(=O)C1=C(COC(=O)CNC(=O)c2ccc(C(C)(C)C)cc2)NC(=O)NC1C (stereo unspecified)
 : -2%	-8%	-8%
Cc1ccc(C)c(OCC(=O)Nc2ccncc2)c1
 : -2%	.	-5%
Cc1nn(C(=O)c2ccc(Cl)cc2)c(C)c1Sc1ccc(Cl)cc1
 : 9%	-1%[12.3 µM]	.
COCC(C)NC(=O)C(C)Oc1ccccc1 (stereo unspecified)
 : -1%	6%	-18%
COc1ccc(NCc2cccn2-c2nnc(N3CCOCC3)s2)c(OC)c1
 : 18%	2%	.
CN(CC(=O)Nc1ccc(Cl)c(C(F)(F)F)c1)C(=O)c1cnccn1
 : 5%	0%	.
Cc1ccc(S(=O)(=O)N2CCN(C(=O)c3c(-c4ccccc4)noc3C)CC2)cc1C
 : 4%	0%	-6%
Cc1cccc(C(=O)OC(C)C(=O)N2CCN(Cc3ccccc3)CC2)c1 (stereo unspecified)
 : 0%	1%	-1%
Nc1cc(=O)[nH]c(SCC(=O)Nc2ccccc2Sc2ccc(Cl)cc2)n1
 : -3%	1%	11%
COCCNC(=O)c1nn(-c2cc(OC)cc(OC)c2)c(=O)c2ccccc12
 : 5%	3%	13%
C=CCc1cc(C=O)cc(OCC)c1OCc1ccc(Cl)cc1
 : -19%	-8%	10%
COC(=O)C1=C(C)N(Cc2ccccc2)C(=O)N[C@H]1c1ccccc1
 : 0%	8%&-5%	-1%&20%
O=C(N/N=C/c1ccc(COc2ccc(Br)cc2)o1)c1ccco1
 : -6%	-5%	0%
Oc1c(Br)cc(Br)cc1/C=N/c1nccs1
 : 4%	1%	.
CCc1nn(C)c(N)c1C
 : 7%	0%	2%
Fc1ccc(CSc2nsc(SCc3ccc(F)cc3)n2)cc1
 : -18%	.	5%
O=C(Nc1ccc(F)c(Cl)c1)c1ccccc1
 : -16%	.	1%
O=C(NCc1ccccc1)[C@]1(C(F)(F)F)C[C@H](CCC2CCCCC2)CCCO1
 : -32%	0%	-7%
Brc1cc(Br)c2nc3c(cc2c1)CCC3
 : -22%	.	0%
Cc1cccc(Nc2c(-c3cccs3)nc3nc(C)cc(C)n23)c1
 : -4%	8%	.
CC(C)CCn1c(=O)c2ccccc2n2c(CN3C(=O)NC4(CCC(C)CC4)C3=O)nnc12 (stereo unspecified)
 : 5%	8%	-20%
CCOC(=O)CSc1nnc(SCCN2C(=O)c3ccccc3C2=O)s1
 : 5%	-2%	.
CC1(C)CC(=O)C2=C(C1)N=C1c3ccccc3C(=O)C1C2c1ccc(Cl)cc1 (stereo unspecified)
 : -13%	5%	14µM*
C=CCNC(=O)/C(=C/c1ccccc1OCC)NC(=O)c1ccccc1
 : -2%	0%	-1%
CC(C)C(=O)N1CCN(c2ccccc2NC(=S)NC(=O)c2cccs2)CC1
 : 6%	3%	-4%
C[C@H](CO)N1C[C@H](C)[C@@H](CN(C)C(=O)NC2CCCCC2)Oc2ccc(NC(=O)Nc3ccc(C(F)(F)F)cc3)cc2C1=O
 : 9%	1%	.
CCCCc1ccc(NC(=O)c2c(C)noc2C)cc1
 : -3%	-1%	0%
CCCCOc1cccc(C2C(C(=O)c3ccc(C)o3)=C(O)C(=O)N2c2nnc(C)s2)c1 (stereo unspecified)
 : 1%	7%	-1%
CCc1nnc(NC(=O)c2cc(S(=O)(=O)N3CCN(c4ccccc4)CC3)ccc2Cl)s1
 : -13%	5%	18%

Part of the list above, limited to FEN1 inhibitor.
Structure	FEN1 inhibitor
CCOC(=O)CSc1nnc(SCCN2C(=O)c3ccccc3C2=O)s1	5%
CC1(C)CC(=O)C2=C(C1)N=C1c3ccccc3C(=O)C1C2c1ccc(Cl)cc1 (stereo unspecified)	-13%
C=CCNC(=O)/C(=C/c1ccccc1OCC)NC(=O)c1ccccc1	-2%
CC(C)C(=O)N1CCN(c2ccccc2NC(=S)NC(=O)c2cccs2)CC1	6%
C[C@H](CO)N1C[C@H](C)[C@@H](CN(C)C(=O)NC2CCCCC2)Oc2ccc(NC(=O)Nc3ccc(C(F)(F)F)cc3)cc2C1=O	9%
CCCCc1ccc(NC(=O)c2c(C)noc2C)cc1	-3%

(list continues)
Each structure is followed by: FEN1 inhibitor	TDP1 block	N370S GC mod
Cc1cc(C)cc(NC(=O)CN(Cc2ccccc2)S(C)(=O)=O)c1
 : -8%	2%	-11%
CC1CCCC(NC(=O)COC(=O)c2ccc3ccccc3n2)C1C (stereo unspecified)
 : -4%	-3%	.
CCNC(=O)N1CCNC(=O)C1CC(=O)OC (stereo unspecified)
 : 4%	-2%	4%
CCOc1ccc(N(C)S(=O)(=O)c2ccc3[nH]cc(C(=O)NCC(OC)OC)c(=O)c3c2)cc1
 : 16%	.	-1%
CN(C)C(=O)c1c2c(nc3ccccc13)-c1ccccc1CC2
 : -3%	7%	8%
CCOC(=O)C(C)On1c(SC(C)C(=O)OCC)nc2ccccc2c1=O (stereo unspecified)
 : -24%	7%	6%
CC(=O)CCC(=O)NC1CCCc2c1cnn2-c1ccc(C(C)(C)C)cc1 (stereo unspecified)
 : 6%	.	1%
COC(=O)CC1[C@@]2(C)C[C@@]34OC5(C)OC6(CC[C@@]7(C)C(c8ccoc8)OC(=O)C(C(C)=O)C7[C@]6(O5)C(O)[C@@]3(O)C2O)[C@]14C (stereo partly specified)
 : .	11%[56.1 µM]	4%
COC(=O)c1cc(S(=O)(=O)N2c3ccccc3CC2C)c[nH]1 (stereo unspecified)
 : -3%	0%	-5%
Cc1nnc(SCC(=O)NN2C(=O)NC3(CCCCC3)C2=O)s1
 : -3%	3%	-8%
Cc1ccc(N(CC(=O)NCc2ccc(F)cc2)S(=O)(=O)c2c(C)n[nH]c2C)cc1
 : 13%	10%	-8%
Cc1onc(-c2ccccc2)c1NC(=O)N(CCC(=O)O)Cc1ccccc1
 : 15%	3%	5%
COc1cccc(OC)c1C(=O)Nc1cccc(NC(=O)c2cccs2)c1
 : -11%	4%	4%
Cc1ccccc1Cn1cc(S(=O)(=O)CC(=O)N2CCCCC2)c2ccccc21
 : -3%	4%	0%
COc1ccc(C(=O)/C=C/c2ccc(O)cc2)c(O)c1C/C=C(\C)CCC=C(C)C
 : -13%	7%	.
CN(C)CCCN(C(=O)COc1ccccc1)c1nc2c(F)cccc2s1
 : -3%	6%	-5%
COc1ccc2ccccc2c1/C=N/NC(=O)c1sc(N)c(C#N)c1C
 : 2%	6%	-14%
CCN(CC(=O)Nc1ccc2c(c1)OCCO2)S(=O)(=O)c1cccs1
 : -10%	-4%	.
O=C(NCc1ccccc1)c1csc2c1CCCCC2
 : -3%	-2%	?
Cc1nc2c(Br)c3nc(C(F)(F)F)[nH]c3c(Br)c2[nH]1
 : 8%	-2%	1%
O=C(Cc1ccc(F)cc1)Nc1cccc2cccnc12
 : -9%	3%	-11%
CCC(C)(C)n1nnnc1C(c1ccc(OC)cc1)N1CCN(C(=O)c2ccco2)CC1 (stereo unspecified)
 : -5%	4%	-2%
O=C(Nc1ccc(N2CCN(Cc3ccccc3)CC2)cc1)c1ncn[nH]1
 : -2%	7%	2%
CCCCC1=CC2=CC(=O)C(C)(OC(=O)CC)C(=O)C2=CN1CCCCO (stereo unspecified)
 : -20%	5%[12.3 µM]	6%[12.8 µM]
CC(C)CNC(=O)CN1C(=O)NC2(CCc3ccccc32)C1=O (stereo unspecified)
 : 2%	11%	-8%
Cc1ccc(/C=N/NC(=O)NC2CCCCC2)o1
 : -14%	6%	29%
COC(=O)[C@@H](NC(=O)c1ccc(OC2CCN(Cc3ccccn3)CC2)cc1)C(C)C
 : 6%	7%	9%
CC(C)C[C@H](NC(=O)c1[nH]cnc1C(=O)N[C@@H](Cc1ccccc1)C(=O)OCc1ccccc1)C(=O)OC(C)(C)C
 : -6%	.	?
O=C(CN1CCN(c2ncccn2)CC1)NCc1ccc2c(c1)OCO2
 : 4%	2%	5%
Cc1cc(C)cc(-n2ccnc2SCC(=O)O)c1
 : 7%	0%	-3%

Another view of some results above:
Nc1cc(=O)[nH]c(SCC(=O)Nc2ccccc2Sc2ccc(Cl)cc2)n1
  FEN1 inhibitor: -3% | TDP1 block: 1% | N370S GC mod: 11%
Brc1cc(Br)c2nc3c(cc2c1)CCC3
  FEN1 inhibitor: -22% | TDP1 block: . | N370S GC mod: 0%

Further compounds follow:
Each structure is followed by: FEN1 inhibitor	TDP1 block	N370S GC mod
COc1cc(OC)cc(C(=O)N[C@H](C(=O)Nc2cc(C)cc(C)c2)C(C)C)c1
 : 3%	0%	13%
Cc1cc(C)c(S(=O)(=O)NCCn2ccc3ccccc32)c(C)c1
 : -26%	0%	13%
O=C1c2ccccc2NC(c2ccccc2Br)N1CCCN1CCOCC1 (stereo unspecified)
 : -5%	3%	18%
Cc1ccc2[nH]c3ccccc3c(=O)c2c1
 : -13%	.	?
CCOC(=O)c1c(C)[nH]c(C)c1S(=O)(=O)N1CCC(C(=O)NCc2ccc(OC)cc2)CC1
 : -9%	4%	.
Nn1c(SCC(=O)Nc2ccc(S(N)(=O)=O)cc2)nnc1-c1ccco1
 : -3%	1%	-3%
COc1ccc(-c2nnc(SCC(=O)N3CCCC3)o2)cc1
 : 16%	11%[0.0935 µM]	-18%
COc1nc(Nc2ccc(O)cc2)nc(OC(C(F)(F)F)C(F)(F)F)n1
 : -2%	4%	-9%
CN1CCN(CCCCOc2ccccc2C=O)CC1
 : -2%	5%	16%
CCCCC(CC)Cn1c2nc3ccccc3nc2c2c(=N)oc(C)nc21 (stereo unspecified)
 : .	3%	0%
Cc1noc(C)c1-c1cc(Nc2ccc(F)cc2)ncn1
 : .	7%[56.1 µM]	7%
COc1cc(NC(=O)CN2C(=O)CSc3ccc(S(=O)(=O)N4CCCC4)cc32)cc(OC)c1
 : -7%	8%	-4%
COc1ccc(-c2nc(CCNC(=O)c3cc(OC)c(OC)c(OC)c3)cs2)cc1
 : -11%	-1%	.
Cc1ccccc1CCNC(=O)C1CCC(=O)N(Cc2ccc(Cl)cc2)C1 (stereo unspecified)
 : 5%	2%	-12%
Cc1ccccc1C(=O)Nc1ccc2nc(Nc3cccc(C(F)(F)F)c3)cc(C)c2c1
 : -6%	1%	.
CCOc1ccccc1N(C)C(=O)C1CCCN(c2ncnc3onc(-c4ccc(F)cc4)c23)C1 (stereo unspecified)
 : -14%	-3%	.
Cc1cccc(NC(=O)C(c2ccccc2Cl)N2CCOCC2)c1 (stereo unspecified)
 : 4%	1%	-1%
CCN(CC)CCN1C(=O)C(=O)/C(=C(/O)c2ccc(OC)cc2)C1c1ccco1 (stereo unspecified)
 : 4%	-1%	13%
Cc1cc(NC(=O)COC(=O)CSCc2ccc(Cl)c(Cl)c2)no1
 : -22%	3%	1%
COc1cccc(NC(=O)CN(C)C(=O)CCC(=O)c2cc(C)sc2C)c1
 : -10%	-8%	-7%
CCCN(CC(=O)Nc1ccccc1OC)C(=O)c1ccc2ncsc2c1
 : 19%	2%	.
CCCNC(=O)c1[nH]c(C)c(C(=O)OCC)c1C
 : .	-3%	3%
O=C(NC(=S)NCc1ccc(-c2nc3ccccc3s2)cc1)c1ccco1
 : -3%	3%	-12%
O=C(COc1cccc2cccnc12)Nc1ccccc1
 : 14%	-1%	?
CCOC(=O)c1c(C)oc2ncnc(N3CCN(c4ccccc4)CC3)c12
 : -16%	6%	.
COc1ccccc1-c1nnc(SC(C)C(=O)O)n1-c1ccccc1 (stereo unspecified)
 : -6%	0%	-5%
CCOc1ccc(Nc2nc(N)c3ccccc3n2)cc1
 : -5%	.	-13%
CN(C)C(=O)CN1c2cccc3cccc(c23)S1(=O)=O
 : 18%	.	6%
O=C(Nc1ccon1)c1ccc(S(=O)(=O)N2CCOCC2)cc1
 : -10%	-3%	27%
Cc1ccc(NC(=O)Cn2c([N+](=O)[O-])cnc2C)cc1Cl
 : 2%	.	-7%
COc1ccc(-c2[nH]ncc2-c2cscn2)c(O)c1
 : -2%	3%	0%
COc1cc(NC(=O)CN2C(=O)NC(C)(CC(C)C)C2=O)cc(OC)c1 (stereo unspecified)
 : -4%	6%	-1%
CCN1CCN(c2c(Cl)cccc2NC(=O)c2ccc(Br)o2)CC1
 : ?	9%	-5%
COC(=O)c1ccc(C)c(NC(=O)c2ccc(Cn3cc([N+](=O)[O-])cn3)o2)c1
 : -3%	8%	25%
COc1ccccc1CC(=O)N1CCN(c2ccccc2)CC1
 : 12%	.	3%
Cc1nc2ccc(NC(=O)N3CCCCC3)cc2s1
 : 10%	3%	4%
NC(=O)C1CCCN1S(=O)(=O)c1ccc2ccccc2c1 (stereo unspecified)
 : 17%	2%	-4%

An unsorted share of the library, and some 0.53% of all compounds hit somewhere here.
